Screening data: PubChem BioAssay, National Center for Advancing Translational Sciences (NCATS)
GAA inhib: blocks human lysosomal alpha-glucosidase. Potency, µM (titrated, usually from 76.9 µM), for the others: at the highest dose activity change, negative = inhibition, actives largely listed as inhibitors. 200,000 compounds, 0.005% hits. purified human GAA, 4-MU-alpha-glucoside fluorescence. AID 1466. P10253;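 further: plate controls were uninhibited enzyme wells for no effect and no-enzyme background for full effect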
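Endpoint fluorogenic read: 20 min room-temperature reaction of 4 nM human alpha-glucosidase with 400 uM 4-methylumbelliferyl-alpha-D-pyranoside, pH 5.0, quenched with 1M NaOH/1M glycine pH 10. AC50 from Hill modeling.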
Epigenetic reg: regulators of epigenetic silencing causing reporter derepression in mouse cells; murine LDR cells, GFP reporter derepression, 30 h; Potency, µM (titrated, usually from 53.9 µM), without a hit: at the highest dose GFP activation, actives largely listed as activators; 280,000 compounds, 0.2% hits; further: % of control where 0% means no effect; nearly all actives have a fitted effect of over 60% in size
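Murine LDR cells carrying a silenced, genomically integrated CMV-driven GFP reporter were exposed to compound for 30 hours at 37 C. After PBS washes, GFP-positive cells (20–120 um objects) were counted by laser-scanning microplate cytometry.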
GAA glycogen: alters human alpha-glucosidase cleavage of glycogen. AID 2100. 300,000 compounds, 0.38% hits. P10253. recombinant GAA, glycogen substrate, Amplex Red glucose oxidase fluorescence. Potency, µM (series often up to 76.4 µM), without a hit: top-dose activity change, negative = inhibition, usual class: inhibitors;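 further: 0% = full enzyme reaction and -100% = no-enzyme basal signal; the screen sought inhibitors and activators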
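Recombinant enzyme (4 nM final) with compounds titrated up to 77 uM and bovine liver glycogen (30 ug) in citrate pH 5.0, 0.01% Tween-20, 37 C 40 min. Released glucose detected by Amplex Red/glucose oxidase (Ex 573/Em 610); AC50 from Hill fits.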
NPSR antagonist: antagonists of human neuropeptide S receptor cAMP signaling | Q6W5P4 | CHO-NPSR cells, cAMP TR-FRET, antagonist mode | Potency, µM (titrated, usually from 38.3 µM), inactives show top-dose activity change, negative = inhibition, usual class: inhibitors | 220,000 compounds, 1% hits | AID 1461; further: on the % scale 0 is the no-effect control and ±100 the full control effect; nearly all actives have a fitted effect of over 50% in size; many of its hits are not listed in these tables
Target sequence (Q6W5P4 whole entry, looked up): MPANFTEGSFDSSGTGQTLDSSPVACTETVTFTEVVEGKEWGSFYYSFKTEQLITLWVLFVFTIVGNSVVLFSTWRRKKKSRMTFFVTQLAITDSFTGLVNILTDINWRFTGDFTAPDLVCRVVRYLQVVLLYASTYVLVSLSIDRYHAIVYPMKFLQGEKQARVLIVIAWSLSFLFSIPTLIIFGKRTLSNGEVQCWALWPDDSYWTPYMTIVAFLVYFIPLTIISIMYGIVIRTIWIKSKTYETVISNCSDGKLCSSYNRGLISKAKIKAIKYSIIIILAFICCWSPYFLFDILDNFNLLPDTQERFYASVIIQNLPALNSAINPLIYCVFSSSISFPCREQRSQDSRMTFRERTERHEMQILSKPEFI
ALDH1A1 block: inhibitors of human aldehyde dehydrogenase 1A1; Potency, µM (doses to about 75.3 µM), for inactives: at the highest dose activity, negative = inhibition, hits mostly inhibitors; 220,000 compounds, 7.3% hits; AID 1030; Purified ALDH1A1, NADH fluorescence, propionaldehyde substrate; active means well fitted inhibition curve with a large enough effect, not every such curve was filed as active; inconclusive means small, poorly fitted or top-dose-only effect, or another doubt; inactive means no such curve, though single readings can be large or run the other way;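 further: plate controls were no enzyme wells and a reference inhibitor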
Target sequence (P00352 whole entry, looked up): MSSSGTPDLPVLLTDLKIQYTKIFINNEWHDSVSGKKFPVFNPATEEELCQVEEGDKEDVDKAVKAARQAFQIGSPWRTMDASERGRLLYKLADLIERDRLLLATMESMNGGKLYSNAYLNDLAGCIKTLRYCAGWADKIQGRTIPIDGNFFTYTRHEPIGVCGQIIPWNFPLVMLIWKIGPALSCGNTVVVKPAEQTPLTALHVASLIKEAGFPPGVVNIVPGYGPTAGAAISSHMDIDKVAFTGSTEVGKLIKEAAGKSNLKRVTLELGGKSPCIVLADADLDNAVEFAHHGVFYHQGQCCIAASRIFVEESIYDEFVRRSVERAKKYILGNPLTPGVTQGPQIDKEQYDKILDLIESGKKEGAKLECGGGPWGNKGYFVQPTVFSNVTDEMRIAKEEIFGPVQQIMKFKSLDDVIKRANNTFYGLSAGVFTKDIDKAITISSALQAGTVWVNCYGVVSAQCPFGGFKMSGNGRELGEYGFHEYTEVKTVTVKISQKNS
aGlu spleen mod: lysosomal alpha-glucosidase (human) modulation | P10253 | Potency, µM (top dose mostly 79.9 µM), for inactives: at the top dose activity change, negative = inhibition, most hits filed as inhibitors | human spleen homogenate, 4-MU-alpha-glucoside fluorescence | 240,000 compounds, 0.006% hits;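 further: 0% = enzyme with vehicle and -100% = no enzyme basal signal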
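Compounds were titrated against alpha-glucosidase in spleen homogenate at pH 5.0, with 1 mM 4-methylumbelliferyl substrate for 40 min at 37 C. Reactions were quenched with pH 10 NaOH/glycine and fluorescence measured.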
Tau fluor cs: counter-screen for tau fibril formation inhibitors; tau K18 P301L (four-repeat tau fragment) Alexa594 fluorescence, heparin fibrillization; Potency, µM (top dose mostly 57.7 µM), inactives show top-dose activity change, negative = decrease; 280,000 compounds, 0.93% hits; AID 1463; further: on the % scale 0 is the no-effect control and ±100 the full control effect; nearly all actives have a fitted effect of over 55% in size
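Human K18 P301L tau (15 uM unlabeled plus 0.24 uM Alexa 594-labeled, final) in 100 mM sodium acetate pH 7 was mixed with compound and 20 uM heparin and incubated 6 hr at 37 C.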
GLA spleen mod: inhibitors or activators of human alpha-galactosidase in spleen homogenate; P06280; human spleen homogenate, 4MU-alpha-Gal fluorescence, 40 min; Potency, µM (series often up to 80 µM), inactives show at the highest dose activity change, negative = inhibition, most hits filed as inhibitors; 240,000 compounds, 0.008% hits; AID 2107;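 further: 0% = enzyme with vehicle and -100% = no enzyme basal signal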
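Inhibition or activation of alpha-galactosidase in human spleen homogenate is scored by 4-MU fluorescence after 40 min at 37C, pH 5.0, with 1 mM substrate. AC50s come from concentration-response fitted to the Hill equation.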
* = called active by the depositor; ? = inconclusive; / = no result given; [ ] = remark or other dose. Unless noted, the call rests on the fitted dose curve; in most records, active means well fitted curve in the direction sought with a large enough effect; inconclusive means small, poorly fitted or top-dose-only effect, or another doubt; inactive means no such curve, though single readings can be large; an effect the other way counts as inactive or inconclusive. Potency means the concentration at half of the fitted maximal effect.

Values run as follows: GAA inhib	Epigenetic reg	GAA glycogen	NPSR antagonist	ALDH1A1 block	aGlu spleen mod	Tau fluor cs	GLA spleen mod
- CCOC(=O)c1c(C)[nH]c(C(=O)/C(C#N)=C/c2ccc(OC(F)F)c(OC)c2)c1C
  -1%	3.0%	-11%	2%	-4%	3%	-5%	-9%
- Cc1cc(C(=O)O)c(C)n1-c1ccccc1
  1%	-5.1%	8%	-3%[46.1 µM]	?	0%	-11%	7%
- O=C(Cc1ccccc1)N1CCN=C1SCc1ccc([N+](=O)[O-])cc1
  -1%	-0.9%	5%	-3%[46.1 µM]	-4%	-7%	-29%	-5%
- CCN(Cc1ccccc1)C(=O)CCc1nnc(CCCc2ccccc2)o1
  /	3.5%	12%	46%	5%	-1%	10%	2%
- COC(=O)c1cc(OC)c(OC)cc1NC(=O)c1cc(OC)cc(OC)c1
  ?	5.4%	1%	-13%	?	1%	-4%	2%
- Cc1ccc2nc(CCc3nc4ccc(C)cc4o3)oc2c1
  -1%	?	-1%	-26%[46.1 µM]	8%	-4%	-6%	-2%
- CCOC(=O)NCc1cc(-c2nn(C)c(=O)c3ccccc23)ccc1C
  -12%	-1.0%	-14%	-10%[46.1 µM]	-9%	2%	-1%	1%
- C/C(=N\Nc1cc(N2CCOCC2)nc(C)n1)c1cccc([N+](=O)[O-])c1
  -7%	1.7%	-11%	-25%	?	/	4%	2%
- O=C(CCNS(=O)(=O)c1ccc(Cl)cc1)OCC(=O)c1ccc[nH]1
  /	1.9%	-1%	11%	/	2%	1%	-9%
- CN1CCN(CCCNC(=O)c2ccc(CS(=O)(=O)c3ccc(Br)cc3)o2)CC1
  3%	0.8%	17%	0%[46.1 µM]	3%	4%	-7%	5%

Only ALDH1A1 block, GAA inhib and GAA glycogen (5 entries from above):
| molecule | ALDH1A1 block | GAA inhib | GAA glycogen |
| --- | --- | --- | --- |
| O=C(Cc1ccccc1)N1CCN=C1SCc1ccc([N+](=O)[O-])cc1 | -4% | -1% | 5% |
| CCN(Cc1ccccc1)C(=O)CCc1nnc(CCCc2ccccc2)o1 | 5% | / | 12% |
| COC(=O)c1cc(OC)c(OC)cc1NC(=O)c1cc(OC)cc(OC)c1 | ? | ? | 1% |
| Cc1ccc2nc(CCc3nc4ccc(C)cc4o3)oc2c1 | 8% | -1% | -1% |
| CCOC(=O)NCc1cc(-c2nn(C)c(=O)c3ccccc23)ccc1C | -9% | -12% | -14% |

Reprinted at random: two records from the list, in no set order.
Values run as follows: GAA inhib	Epigenetic reg	GAA glycogen	NPSR antagonist	ALDH1A1 block	aGlu spleen mod	Tau fluor cs	GLA spleen mod
- Cc1ccc2nc(CCc3nc4ccc(C)cc4o3)oc2c1
  -1%	?	-1%	-26%[46.1 µM]	8%	-4%	-6%	-2%
- C/C(=N\Nc1cc(N2CCOCC2)nc(C)n1)c1cccc([N+](=O)[O-])c1
  -7%	1.7%	-11%	-25%	?	/	4%	2%

(next part)
Values run as follows: GAA inhib	Epigenetic reg	GAA glycogen	NPSR antagonist	ALDH1A1 block	aGlu spleen mod	Tau fluor cs	GLA spleen mod
- Cc1ccc2c(c1)C(O)(CC(=O)c1cccc(-n3cccc3)c1)C(=O)N2 (stereo unspecified)
  -1%	0.1%	-2%	-8%	3%	-6%	-16%	-3%
- C=CCn1c(SCc2ccccc2)nc(O)cc1=O
  0%	3.8%	-9%	-17%[46.1 µM]	2%	-7%	-8%	1%
- Cc1cc(C)n2nc(NCc3ccccc3)nc2n1
  4%	-0.8%	5%	-22%[46.1 µM]	?	-6%	1%	-4%
- CSc1nc2nccc(-c3ccc(Oc4ccccc4)cc3)n2n1
  0%	5.7%	1%	?	?	2%	-23%	2%
- CN1CCCN(C(=O)c2ccc(Cl)c(S(=O)(=O)N(C)c3ccccc3)c2)CC1
  ?	-0.9%	4%	7%[46.1 µM]	11%	-6%	-3%	-15%
- CCCc1cc(=O)[nH]c(SCC(=O)N2CCN(c3ccc(F)cc3)CC2)n1
  -1%	-1.1%	-17%	-18%[46.1 µM]	?	-3%	3%	2%
- COCCN(CC(=O)NCc1ccc2c(c1)OCO2)C(=O)CCC(=O)Nc1nccs1
  2%	-0.8%	6%	-11%[46.1 µM]	6%	-4%	2%	-3%
- O=[N+]([O-])c1cnccc1Nc1ccc(Cl)cc1
  /	3.2%	-13%	1%	/	-1%	-14%	1%
- CCCOc1ccc(NC(=O)CC2C(=O)N(C)C(=S)N2Cc2cccs2)cc1 (stereo unspecified)
  2%	-1.0%	-6%	-13%	?	-5%	-6%	3%
- O=C(CCn1c(=S)oc2ccccc21)Nc1ccc(F)cc1
  -5%	6.9%	6%	3%	-2%	/	-2%	-3%
- CC(=O)Nc1ccc(S(=O)(=O)/N=C2\C(=O)c3ccccc3C([O-])=C2n2cc[n+](-c3ccccn3)c2)cc1
  8%[15.4 µM]	3.8%	-2%	15%	?	2%	14µM*[quencher]	5%
- O=C(O)c1cccc(C(=O)c2cccc(C(=O)O)c2)c1
  6%	-1.5%	6%	13%	6%	-2%	-3%	0%
- Cc1ccc(-c2nc(C3CCCN(S(=O)(=O)c4ccc(C(C)(C)C)cc4)C3)no2)cc1 (stereo unspecified)
  -6%	4.2%	-14%	4%[46.1 µM]	22%	4%	-16%	6%
- CCc1ccc(-c2csc(NC(=O)C3=NN(c4ccccc4)C(=O)CC3)n2)cc1
  -2%	9.5%	2%	-6%	0%	-4%	-19%	-7%
- O=c1[nH]c2ccc(Cl)cc2c(O)c1-c1ccccc1
  -8%	0.9%	-3%	4%[46.1 µM]	6%	0%	-10%	2%
- Cc1cccc(NC(=O)C2SC(=Nc3c(C)cccc3C)C(C(=O)N3CCOCC3)=C2N)c1 (stereo unspecified)
  -11%	0.0%	-29%	-6%	5%	-7%	?	-1%
- COc1cccc(C2=NOC(C(=O)Nc3cc(C)nn3-c3ccccc3)C2)c1OC (stereo unspecified)
  4%	-1.0%	14%	-2%	?	-3%	-11%	-5%
- O=C(N/N=C/c1ccccc1[N+](=O)[O-])c1ccc(CN2CCOCC2)cc1
  -4%	-0.9%	3%	2%	?	-12%	1%	10%
- COc1cccc(N2CC(C(=O)Nc3nnc(SCC(=O)c4ccccc4)s3)CC2=O)c1 (stereo unspecified)
  7%	-1.0%	9%	-8%	-15%	-4%	?	-15%
- CCOC(=O)N1CCN(C(=O)c2cc(COc3ccc4ncccc4c3)on2)CC1
  -5%	2.2%	-2%	11%	-5%	-3%	-11%	9%
- CC(=O)Nc1ccc(Cl)c(C(N)=O)c1
  1%	2.2%	3%	2%[46.1 µM]	5%	8%	-4%	-8%
- CCCn1c(CNC(=O)c2ccccc2)nc2ccccc21
  -4%	-0.9%	6%	-6%[46.1 µM]	-4%	4%	-5%	12%
- N#CC(c1ccc(Cl)cc1)c1cccc(Cl)n1 (stereo unspecified)
  3%	3.8%	-12%	1%	11%	7%	0%	12%
- Cc1nc(NC(=O)COC(=O)CCc2nc3ccccc3s2)c(Cl)cc1Cl
  10%	6.5%	7%	14%	2%	-5%	-9%	-3%
- OCc1nc2ccccc2n1CCCOc1ccccc1
  4%	0.9%	2%	-7%[46.1 µM]	1%	4%	-1%	3%
- CCOC(=O)c1c(-c2ccccc2)csc1NC(=O)/C(C#N)=C/c1ccc(O)c(OC)c1
  -10%	25µM*	-11%	-7%	?	-5%	13µM*[quencher]	0%
- CS(=O)(=O)N(CC(=O)N1CCN(Cc2ccccc2)CC1)Cc1ccccc1
  1%	1.8%	0%	0%[46.1 µM]	-14%	-3%	-11%	3%
- Cc1onc(-c2c(F)cccc2Cl)c1C(=O)Nc1cccc(Cn2cccn2)c1
  -6%	1.2%	-3%	-10%[46.1 µM]	-1%	-3%	-12%	0%
- CCCc1nc(SCC(=O)Nc2nc3c(s2)CCCC3)c2ccccc2n1
  -5%	-0.9%	-6%	-10%[46.1 µM]	?	2%	-16%	1%
- Cc1ccc(-c2ccccc2[C@@H]2C[C@H]3CN(C)C(=O)[C@]34CCCN24)o1
  ?	1.1%	1%	3%	-4%	-2%	-2%[2.34 µM]	-6%
- CC(=O)Nc1ccc(NC(=O)CSc2nnc(CNc3ccc(F)cc3)n2CC2CCCO2)cc1 (stereo unspecified)
  3%	-0.2%	-15%	10%	-9%	4%	-6%	2%
- COc1ccc(-n2c(=O)c3c4c(sc3n3c(=S)[nH]nc23)COC(C(C)C)C4)cc1 (stereo unspecified)
  -5%	-2.0%	-13%	?	15%	1%	-13%	0%
- CN(C)[C@@H]1C(=O)C(C(N)=O)=C(O)[C@]2(O)C(=O)C3=C(O)c4c(O)ccc(Cl)c4[C@H](O)[C@H]3C[C@@H]12
  /	2.4%[16.9 µM]	/	/	-3%[20.9 µM]	9%[29.1 µM]	/	-14%[29.1 µM]
- CCCNC(=O)OC[C@@H]1O[C@H](CCO/N=C(\C)CCN2CCc3nc(-c4ccccc4)c(-c4ccccc4)cc3C2)C=C[C@@H]1Oc1ccc(OC)cc1
  /	-0.8%[10.1 µM]	/	/	2%[13.5 µM]	-3%[17.4 µM]	-11%[11.6 µM]	-11%[17.5 µM]
- CCOC(=O)C1(Cc2ccccc2)CCN(Cc2ccc(COC)o2)CC1
  1%	-6.6%	12%	3%	3%	4%	-3%	3%
- CC(C)(C)OC(=O)N1CCC[C@H]1c1nnc(SCc2c(Cl)cccc2Cl)o1
  -10%	-0.7%	-8%	-24%[46.1 µM]	?	-16%	-11%	10%
- O=C(CNc1ccc(F)cc1F)NC(=O)NCc1ccco1
  /	-1.1%	-1%	-1%	/	5%	-10%	3%
- Cc1ccc2c(Cl)c(C(=O)NCC3CCCO3)sc2c1 (stereo unspecified)
  0%	-0.9%	4%	-23%[46.1 µM]	-9%	-1%	-6%	5%
- O=c1[nH]cnc2c1cnn2Cc1ccccc1
  -1%	-1.0%	2%	12%[46.1 µM]	6%	2%	-9%	0%
- COC(=O)c1scc(S(=O)(=O)C(C)(C)C)c1N
  /	-1.4%	-2%	7%[7.67 µM]	/	3%	-1%	4%
- CCCN(CCC)C(=O)c1cc(-c2ccc3c(c2)OCO3)nc2ccccc12
  ?	-0.8%	-9%	-23%[46.1 µM]	?	-12%	-27%	0%

These rows are one share of the data; rates above refer to the full screens.
